From PubChem BioAssay
TNAP inh hi DEA = human TNAP enzyme inhibitors, primary screen, biochemical, luminescent, high phosphate acceptor level, uHTS; hit rate 0.03% among 200,000; inhibition, % at 20 µM; Alkaline phosphatase, tissue-nonspecific isozyme (Homo sapiens), P05186; purified TNAP, CDP-star luminescence, 1 M DEA;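 active means over 50% inhibition of tissue-nonspecific alkaline phosphatase at 20 µM in the single-dose screen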;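 further: plate controls were DMSO wells for no effect and EDTA-quenched wells as full inhibition for full effect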
Target sequence (P05186 whole entry, looked up): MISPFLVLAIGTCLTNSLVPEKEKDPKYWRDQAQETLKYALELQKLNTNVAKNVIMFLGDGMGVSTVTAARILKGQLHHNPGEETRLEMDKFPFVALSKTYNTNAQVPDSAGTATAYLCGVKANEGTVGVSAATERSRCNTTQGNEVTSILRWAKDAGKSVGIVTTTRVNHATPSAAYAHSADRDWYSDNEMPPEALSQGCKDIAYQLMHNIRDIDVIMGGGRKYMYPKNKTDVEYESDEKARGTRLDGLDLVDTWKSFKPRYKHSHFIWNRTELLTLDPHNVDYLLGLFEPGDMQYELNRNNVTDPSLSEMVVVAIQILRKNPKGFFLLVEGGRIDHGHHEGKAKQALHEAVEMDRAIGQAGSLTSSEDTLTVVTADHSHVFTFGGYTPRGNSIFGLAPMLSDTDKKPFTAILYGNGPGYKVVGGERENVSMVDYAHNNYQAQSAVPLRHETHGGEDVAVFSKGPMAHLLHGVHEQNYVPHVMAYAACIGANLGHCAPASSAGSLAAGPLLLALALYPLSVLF
PMI act satM6P = human PMI activators, high substrate, primary screen, biochemical, fluorescence intensity, near-saturating mannose 6-phosphate | activation factor at 20 µM | AID 1216, 2008 | Mannose-6-phosphate isomerase (Homo sapiens), P34949 | hit rate 0.34% among 190,000 | coupled PMI enzyme assay, resazurin fluorescence, 20 min; hits give high values; 1 = untreated enzyme, 0 = substrate-free blank;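 active means activation factor of 2 or more at 20 µM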
Target sequence (P34949 whole entry, looked up): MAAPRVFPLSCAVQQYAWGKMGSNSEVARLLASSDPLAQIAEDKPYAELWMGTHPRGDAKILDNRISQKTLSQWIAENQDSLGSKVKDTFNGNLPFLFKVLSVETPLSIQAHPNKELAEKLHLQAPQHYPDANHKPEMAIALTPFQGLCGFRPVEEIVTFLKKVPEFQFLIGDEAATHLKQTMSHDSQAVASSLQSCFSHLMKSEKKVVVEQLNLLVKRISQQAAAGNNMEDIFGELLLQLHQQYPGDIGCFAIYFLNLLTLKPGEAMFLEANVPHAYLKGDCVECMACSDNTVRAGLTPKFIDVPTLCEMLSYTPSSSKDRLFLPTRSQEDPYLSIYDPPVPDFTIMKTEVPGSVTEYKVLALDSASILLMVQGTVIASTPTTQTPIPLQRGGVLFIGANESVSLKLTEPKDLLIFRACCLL
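Material: human phosphomannose isomerase with PGI, G6PDH, diaphorase coupling enzymes. Quantity: 15 ng/mL PMI. Medium: HEPES pH 7.4 buffer with MgCl2 and Tween-20. Reagent: Near-saturating mannose-6-phosphate, 1.0 mM. Compound: 20 µM single dose. Times: enzyme reaction with compound 20 min at room temperature. Detection: resorufin fluorescence at Ex 544/Em 590 nm.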
PMI activator = activators of human PMI, primary screen, biochemical, fluorescence intensity, near-Km mannose 6-phosphate; purified human PMI, coupled resazurin fluorescence, 20 min; hits give high values; 1 = vehicle control, 0 substrate-free wells; hit rate 0.005% among 190,000; AID 1214, 2008; Mannose-6-phosphate isomerase (Homo sapiens), P34949; activation factor at 20 µM;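 active means activation factor of 2 or more at 20 µM, relative to plate controls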
Efa HMGR inh = inhibitors of E. faecalis class II HMGR, primary screen, biochemical, Enterococcus faecalis | inhibition, % at 10 µM | hit rate 0.41% among 190,000 | purified E. faecalis HMGR, NADPH absorbance 340 nm kinetic;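 active means inhibition above a set limit, the median over all tested compounds plus 3 SD, cut at about 9.5% in these data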;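 further: enzyme runs in reverse so mevalonate oxidation gives rising NADPH absorbance; 0% = complete reaction with DMSO and 100% = background rate lacking mevalonate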
FLuc stim CS = FLuc activators, initial screening, artefact control for FLuc-dependent activation tests, biochemical, ATPlite luminescence. ATPlite luciferase biochemical, 10 min; 0 = ATP-free wells, 1 = DMSO control. activation factor at 10 µM. 200,000 tested, under 10 active. Luciferin 4-monooxygenase (Photinus pyralis), P08659;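 active means luciferase activation factor, scaled between plate controls, of at least 2 with compound at 10 µM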
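Assay system: Luciferase/luciferin detection reagent, cell-free biochemical luciferase assay / Also added: ATP substrate / Schedule: 10 min at ambient temperature / Measured by: luminescence measurement of luciferase light output / Benchmarks: low control with PBS replacing ATP, high control enzyme plus ATP without compound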
TNAP inh noacc = human TNAP enzyme inhibitors, primary screen, biochemical, luminescent, no phosphate acceptor, uHTS. Alkaline phosphatase, tissue-nonspecific isozyme (Homo sapiens), P05186. purified TNAP, CDP-star luminescence, 30 min. inhibition, % at 20 µM. hit rate 0.26% among 200,000;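 active means tissue-nonspecific alkaline phosphatase inhibition above about 50% at 20 µM in the single-dose screen, limit read from the data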;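 further: 0% = DMSO negative control and 100% = EDTA positive control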
G6PDH counter = L. mesenteroides G6PDH inhibitors, counter-screen for G6PDH-coupled screening assays, biochemical, Leuconostoc mesenteroides enzyme; Purified L. mesenteroides G6PDH, diaphorase/resazurin coupled fluorescence, 45 min; inhibition, % at 5 µM; hit rate 0.12% among 200,000; in the data active means inhibition above about 50%
Diaph act CS = compounds boosting diaphorase resazurin reduction – biochemical, uHTS, resorufin fluorescence, counter-screen for diaphorase-coupled primary assays, primary screen | Diaphorase/resazurin coupled assay, 16 min; hits give high values; 1 = vehicle wells, 0 = NADH-free wells | activation factor at 20 µM | hit rate 0.005% among 190,000 | AID 1229, 2008;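 active means diaphorase activity raised at least twofold by the compound at 20 µM; inactive means activation factor below 2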
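test system = bacterial diaphorase enzyme (C. kluyveri) | quantity = enzyme 0.07 U/mL final | reagent = NADH substrate 0.114 mM plus resazurin dye 0.1 mM, final | incubation = 16 min enzyme reaction, ambient temperature | buffer or medium = HEPES pH 7.4 buffer with MgCl2 and Tween 20 | signal = fluorescence of resorufin, 544 nm excitation, 590 nm emission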
Diaphorase inh = diaphorase inhibitors and chemical oxidizers, primary screen, counter-screen for diaphorase-coupled primary assays, biochemical, uHTS, resorufin fluorescence; hit rate 0.69% among 190,000; diaphorase resazurin-to-resorufin fluorescence, NADH, 16 min; bacterial (C. kluyveri) enzyme, not human; AID 1217, 2008; inhibition, % at 20 µM;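 active means primary screen inhibition at 20 µM above a set limit, cut at about 50% in these data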;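 further: plate controls were DMSO with full reaction for no effect and wells lacking NADH for full effect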
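System: Bacterial diaphorase enzyme (C. kluyveri) | Incubation: 16-min room-temperature incubation before reading | Benchmarks: No-NADH positive control and DMSO neutral control | Measured by: Resorufin fluorescence 544/590 nm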
TNAP act hi DEA = TNAP activators at high phosphate acceptor level, primary screen, biochemical, luminescence, uHTS; Alkaline phosphatase, tissue-nonspecific isozyme (Homo sapiens), P05186; purified TNAP, CDP-star luminescence, 1 M DEA, 30 min; hits give high values; 0 = EDTA background, 1 = DMSO-only activity; activation factor at 20 µM; 200,000 tested, under 10 active; AID 1136, 2008;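 active means activation factor at least 2 at 20 µM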
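Assay system: human TNAP; Input: enzyme diluted 1/800 final; Reagent: CDP-star luminogenic substrate at 100 µM final; Timing: 30 min, room temperature; Signal: luminescence; Evaluation: TNAP activation factor scaled between EDTA and DMSO control wells.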
Starred values were filed as active, the others as inactive.

mol,TNAP inh hi DEA,G6PDH counter,FLuc stim CS,Diaph act CS,TNAP inh noacc,TNAP act hi DEA,PMI activator,Diaphorase inh,Efa HMGR inh,PMI act satM6P
COC(=O)Cn1cnc2c(nnn2Cc2ccc(Cl)cc2)c1=O,-6,-1,1,1,-13,1.1,1,4,-1,1
O=C(Nn1c(-c2ccc(Cl)cc2)nc2ccccc2c1=O)c1cccnc1Cl,-2,-11,1.1,0.8,-10,1,0.9,16,-7,0.9
COc1ccc(C(=O)NCc2ccc3c(c2)OCO3)cc1S(=O)(=O)NCc1ccc(Cl)cc1,-2,-8,1.1,1,6,1,0.9,0,-4,1
N#Cc1nc(COc2ccc(Cl)cc2)oc1N1CCN(Cc2ccccc2)CC1,2,2,1,0.9,3,1,1,9,1,1
Cc1c(N=C/C=C2/N(C)c3ccccc3C2(C)C)c(=O)n(-c2ccccc2)n1C,1,-6,1.1,0.9,0,1,0.9,12,-2,0.9
Cc1cccc(N2CCN(C(=O)/C=C/c3ccco3)CC2)c1C,2,12,1,0.8,-8,1,0.7,20,4,0.8
CC(C)C[C@H](NC(=O)[C@@H]1O[C@H]1C(=O)O)C(=O)NCCCCN=C(N)N,-5,11,1.1,0.8,-14,1.1,1,16,3,0.9
O=C(COC(=O)/C=C/c1cccc(F)c1)Nc1ccccc1-c1ccccc1,-1,6,0.9,0.9,0,1,1,12,1,1.1
CC(CCc1ccccc1)NC(=O)C1CCN(c2nnc(-n3cccc3)s2)CC1 (stereo not drawn),0,-19,0.9,1,-7,1,0.9,2,-8,1
CCN(CCCNC(=O)CN(C)S(=O)(=O)c1cccc2nsnc12)c1ccccc1,2,4,1,0.8,-3,1,0.9,18,-1,0.8
CCc1nnc(NC(=O)CSc2nccn2-c2cc(C)cc(C)c2)s1,-8,-6,1.1,0.9,-17,1.1,1,13,0,1
O=S(=O)(NCC(c1ccco1)N1CCN(c2ccccc2)CC1)c1ccc(F)cc1 (stereo not drawn),-3,17,1.1,0.8,-4,1,0.8,18,-5,0.8
COc1ccc(NCc2nnc(SCC(=O)N3CCCc4ccccc43)o2)cc1,-4,-1,1,0.9,-6,1,0.9,12,-5,0.8
CCOCCCNS(=O)(=O)c1ccc2c(c1)CCN2C(C)=O,-4,0,1.1,0.9,-10,1,1,10,0,0.9
CC1=CC(C)(C)N2C(=O)C3(C(C#N)=C(N)Oc4cc(O)ccc43)c3cccc1c32 (stereo not drawn),-3,7,1.1,0.8,-13,1,0.8,23,-3,0.9
CCc1c(C(=O)N/N=C/c2ccc(C)o2)csc1C,1,4,1,0.9,-4,1,0.9,9,-6,0.9
COc1cc(-c2nc(CN3CCN(c4ncccn4)CC3)c(C)o2)ccc1F,-3,4,1.1,1,-6,1,1,-1,-2,1
Cc1ccccc1CSCc1ccc(C(=O)NCCCN2CCOCC2)o1,-1,3,1.1,1.1,-3,1,1,-8,-6,1
CC(=O)Nc1ccc(OCC(=O)N(CC(C)C)C2CCS(=O)(=O)C2)cc1 (stereo not drawn),-3,6,1,0.9,-7,1,1.3,10,0,1.1
Cc1cc(C)cc(NC(=O)CCNS(=O)(=O)c2ccc3c(c2)oc(=O)n3C)c1,-7,6,1.1,0.9,-11,1.1,1,13,0,1
O=C(CSc1nnc2ccccn12)NC(=O)NC1CCCCC1,-4,6,1.1,1,-3,1,0.9,0,1,1
O=C(NC(=S)NCc1ccccc1)c1cccnc1,-3,8,1,1.1,-12,1,1,-10,0,1.1
CC1CCN(CCCOc2ccc(OCc3ccccc3)cc2)CC1,-7,8,1.1,1.1,5,1.1,1,-10,5,1.1
Nc1cc(Cl)nc(N/N=C/c2c(O)ccc3ccccc23)n1,1,42,0.7,0.9,-14,1,1,8,-4,0.9
CCCCn1nc(-c2ccccc2)c2nc3ccccc3nc21,-2,6,1.1,0.9,-6,1,0.9,9,-2,0.9
COC(=O)c1ccc(NC(=S)NCCCn2ccnc2)cc1,-6,3,1.1,0.9,8,1.1,1,9,-7,1
CC(C)C(C)(C#N)NC(=O)CSc1nc2scc(-c3ccc(F)cc3)c2c(=O)n1Cc1ccccc1 (stereo not drawn),0,-24,1.1,0.7,-11,1,0.8,26,-6,0.8
CC(NC(=O)c1ccc(N2CCNCC2)c([N+](=O)[O-])c1)C12CC3CC(CC(C3)C1)C2 (stereo not drawn),4,2,1,1.1,-1,1,1,-8,1,1
COc1ccc(CN2C(=O)/C(=C/c3ccc(-c4ccc(Cl)c(C(=O)O)c4)o3)SC2=S)cc1,16,1,1.1,0.6,-2,0.8,1.5,36,-2,1.7
FC(F)(F)c1cccc(-c2nnc3ccc(C(F)(F)F)cn23)c1,-7,13,1,1,-18,1.1,1,-2,-11,1
O=S(=O)(c1ccccc1Cl)N1CCCC1c1nc(-c2ccc(Cl)cc2)no1 (stereo not drawn),-3,-12,1,0.6,-8,1,0.8,38,-2,0.7
COc1ccc(N2CCN(C(=O)CCC(=O)c3cc(C)sc3C)CC2)cc1,-2,3,1.1,0.8,-7,1,0.9,15,-7,0.7
CCCCNC(=O)c1sc2nc(C)cc(COC)c2c1-n1cccc1,-1,0,1.1,1,4,1,1,2,5,1
CC[N+](CC)(CCCCS(=O)(=O)[O-])CCNP1(=O)C=C(c2ccccc2)OC(c2ccccc2)=C1,-5,12,1.1,1.1,-2,1,1.3,-6,-6,1.2
Cc1nc([N+](=O)[O-])c(C(=O)OCc2ccccc2)n1C,-3,4,1,1.1,-5,1,1.1,-7,-3,1.1
C(=C\c1ccccc1)/C=N/N1CCN(Cc2ccccc2)CC1,-6,-1,1.1,0.9,-11,1.1,0.9,12,-4,0.9

Quoted at random: three records from the list
mol,TNAP inh hi DEA,G6PDH counter,FLuc stim CS,Diaph act CS,TNAP inh noacc,TNAP act hi DEA,PMI activator,Diaphorase inh,Efa HMGR inh,PMI act satM6P
O=S(=O)(c1ccccc1Cl)N1CCCC1c1nc(-c2ccc(Cl)cc2)no1 (stereo not drawn),-3,-12,1,0.6,-8,1,0.8,38,-2,0.7
CCCCn1nc(-c2ccccc2)c2nc3ccccc3nc21,-2,6,1.1,0.9,-6,1,0.9,9,-2,0.9
C(=C\c1ccccc1)/C=N/N1CCN(Cc2ccccc2)CC1,-6,-1,1.1,0.9,-11,1.1,0.9,12,-4,0.9

Other entries.
mol,TNAP inh hi DEA,G6PDH counter,FLuc stim CS,Diaph act CS,TNAP inh noacc,TNAP act hi DEA,PMI activator,Diaphorase inh,Efa HMGR inh,PMI act satM6P
COc1ccc(OC)c(NC(=O)c2ccc(CN3CCOCC3)cc2)c1,0,8,0.9,0.9,-2,1,0.9,11,-4,0.8
Cc1ccc(/C=N/n2c(COc3ccccc3)n[nH]c2=S)o1,0,25,1,0.8,15,1,0.8,16,2,0.8
O=C(O)CC1C(=O)NCCN1C/C=C/c1ccccc1 (stereo not drawn),-4,-14,1.1,0.9,-6,1,0.9,14,1,0.9
COC(=O)Cc1csc(Nc2c(C)n(C)n(-c3ccccc3)c2=O)n1,-4,-12,1.1,0.9,-17,1,0.9,15,-3,0.9
O=C1NCC(=O)N(Cc2ccccc2)/C1=C/c1ccccc1,-3,4,1.1,1,-15,1,1.1,0,-5,1.1
CN(CC(=O)NCc1ccccn1)S(=O)(=O)c1ccccc1,1,11,1,1,-4,1,0.9,2,2,0.9
CC12CCC(C(N)=O)(c3nc4ccccc4nc31)C2(C)C (stereo not drawn),-4,-4,1.1,0.8,-11,1,0.8,22,-3,0.9
Nc1nncn1C(=O)CCc1ccccc1,-7,16,1,1,-10,1.1,1,-3,-2,1
COC(=O)CNC(=O)c1c(C)cc(=O)oc1C,-1,-3,1,0.9,-11,1,0.9,10,-2,0.9

Compounds as they come, and some 1.7% of all compounds hit somewhere here.
